Ec RNAP inh = Escherichia coli RNA polymerase inhibition | P0A8V2 | E. coli RNA polymerase, fluorescence transcription assay | inhibition, %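 (tested at 10 µM)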 | 62,000 compounds, 0.2% hits | AID 559; in the data active = inhibition above about 20%;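 note: 0% = enzyme without compound and 100% = no enzyme blank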
PKA kinase inh = blocks human protein kinase A activity | PKA Kemptide phosphorylation, Kinase-Glo ATP luminescence | inhibition, % at 6 µM | 65,000 compounds, 0.1% hits;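 active = inhibition above the screen-wide mean inhibition plus 3 SD, cut at about 21% in these data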; note: many of its hits are not listed in these tables
CatB mix inh = human cathepsin B inhibition by mixtures; Purified cathepsin B, AMC dipeptide fluorescence, compound mixtures; inhibition, %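 (ten-compound pools at 5 µM per compound and 50 µM total)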; 62,000 compounds, 0.06% hits; AID 488; in the data active = inhibition above about 22%, passing the limit was not always enough;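 note: 0% = enzyme without compound and 100% = no enzyme blank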
RORA act = activators of human nuclear receptor RORA; P35398; CHO-K1 Gal4-RORA LBD luciferase reporter, luminescence; percent increase over mock-subtracted basal signal; activation, % at 10 µM; 65,000 compounds, 1.5% hits;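 active = activation above the mean of all tested compounds plus 3 SD, cut at about 49% in these data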;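 note: 0% = DMSO-treated RORA cells and 100% = added signal equal to DMSO minus mock-transfected cells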
Target sequence (P35398 whole entry, looked up, the tested form may be a part): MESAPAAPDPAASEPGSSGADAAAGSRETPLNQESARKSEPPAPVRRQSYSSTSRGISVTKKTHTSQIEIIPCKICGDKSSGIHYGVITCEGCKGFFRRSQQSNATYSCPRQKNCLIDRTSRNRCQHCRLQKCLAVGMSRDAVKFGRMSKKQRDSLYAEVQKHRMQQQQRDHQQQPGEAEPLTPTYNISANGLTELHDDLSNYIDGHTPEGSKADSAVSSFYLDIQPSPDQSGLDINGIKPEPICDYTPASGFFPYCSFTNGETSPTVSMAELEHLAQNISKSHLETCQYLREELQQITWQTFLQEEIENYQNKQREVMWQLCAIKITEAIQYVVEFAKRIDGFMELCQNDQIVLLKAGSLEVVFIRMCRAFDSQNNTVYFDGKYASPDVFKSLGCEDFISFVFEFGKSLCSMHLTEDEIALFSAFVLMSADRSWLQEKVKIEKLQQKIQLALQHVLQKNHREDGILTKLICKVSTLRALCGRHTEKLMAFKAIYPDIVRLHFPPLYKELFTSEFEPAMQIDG
AP complement = alternative pathway complement inhibition, orthogonal assay | Human serum alternative complement pathway, LPS-coated ELISA, C3 deposition; tested in compound mixtures | inhibition, % at 5 µM | 62,000 compounds, 0.08% hits | AID 1235;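 active = inhibition above 30% in each of the two pooled mixtures holding the compound, so the lower value exceeds 30%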;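 note: 0% = serum in Mg-EGTA without compound and 100% = EDTA serum blank; some compounds past the cut are filed as inactive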
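Test system: human serum alternative complement pathway, C3 deposition on LPS-coated wells; also added: Plate-bound LPS; doses: 5 µM per compound in ten-compound mixtures; schedule: 1 h at 37 °C; detection: Anti-C3 ELISA, OD 450 nm; evaluation: percent inhibition of C3 deposition onto LPS; repeats: two pool placements per compound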
JNK3 inh = inhibitors of human JNK3 kinase; purified JNK3 kinase activity, HTS; inhibition, % at 8 µM; 60,000 compounds, 0.61% hits; AID 746; in the data active = inhibition above about 17%;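 note: 0% = DMSO and 100% = reference inhibitor; many of its hits are not listed in these tables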
Target sequence (P53779 whole entry, looked up): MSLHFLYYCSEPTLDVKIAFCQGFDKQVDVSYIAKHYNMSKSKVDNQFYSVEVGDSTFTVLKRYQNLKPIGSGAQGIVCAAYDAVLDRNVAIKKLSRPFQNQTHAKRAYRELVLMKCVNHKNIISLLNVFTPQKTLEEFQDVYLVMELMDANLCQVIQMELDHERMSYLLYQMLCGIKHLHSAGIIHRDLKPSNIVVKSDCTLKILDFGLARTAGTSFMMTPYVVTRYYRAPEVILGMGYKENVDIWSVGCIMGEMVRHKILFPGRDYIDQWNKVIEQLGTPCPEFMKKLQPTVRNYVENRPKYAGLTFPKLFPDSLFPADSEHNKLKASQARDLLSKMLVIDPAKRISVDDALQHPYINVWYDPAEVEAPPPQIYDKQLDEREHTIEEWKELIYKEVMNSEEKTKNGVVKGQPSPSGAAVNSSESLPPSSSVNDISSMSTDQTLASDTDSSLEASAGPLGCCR
CatS inh = inhibitors of human cathepsin S; P25774; recombinant cathepsin S, AMC dipeptide fluorescence, pooled mixtures; inhibition, %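 (tested at 5 µM per compound within 10-compound mixtures)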; 62,000 compounds, 0.06% hits; AID 501; in the data active = inhibition above about 32%, passing the limit was not always enough;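 note: 0% = enzyme without compound and 100% = blank without enzyme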
ROCK2 inh = inhibitors of human Rho kinase 2 | 60,000 compounds, 0.35% hits | purified ROCK2, Kinase-Glo ATP depletion luminescence | inhibition, % at 6 µM | O75116;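 active = inhibition above the screen-wide mean inhibition plus 3 SD, cut at about 18% in these data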;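 note: plate controls were DMSO wells for no effect and Y-27632 control wells after no-enzyme background subtraction for full effect; many of its hits are not listed in these tables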
CatB inh = blocks human cathepsin B protease activity | P07858 | purified cathepsin B, fluorogenic substrate, fluorescence | inhibition, %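 (tested at 10 µM)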 | 63,000 compounds, 0.1% hits; in the data active = inhibition above about 21%;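 note: 0% = enzyme with no compound and 100% = no enzyme blank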
* marks the source's active call; other numbers are inactive results; · = no result given.

SMILES	Ec RNAP inh	PKA kinase inh	CatB mix inh	RORA act	AP complement	JNK3 inh	CatS inh	ROCK2 inh	CatB inh
O=C(O)CCc1ccc(-c2ccccc2)n1Cc1ccco1	2.5	5.9	-6.8	-10.0	-1.9	·	1.6	·	-3.8
CC(=O)NCCSC(=O)c1ccc(F)cc1	·	-2.4	4.6	32.3	10.6	-2.4	-1.6	0.0	·
COC(=O)CSc1nc(C)cc(Oc2ccccc2)n1	-1.4	-8.0	3.2	15.5	13.8	3.1	2.0	1.4	0.5
COc1ccc(C2/C(=C(/O)c3ccc(F)cc3)C(=O)C(=O)N2CCCN(C)C)cc1 (stereo not given)	4.8	·	7.3	·	14.3	·	5.4	·	-4.7
Cc1nc(Nc2ncc3c(n2)CCCC3=O)nc2ccccc12	10.9	-3.0	·	-21.3	·	-6.2	·	2.1	2.3
Nc1nnc(SCCN2C(=O)c3ccccc3S2(=O)=O)s1	7.9	6.6	-1.9	-0.1	-1.5	-1.9	4.5	8.6	4.0
CCOc1ccc(C(=O)Nc2nnn(CC)n2)cc1	10.0	-6.8	1.3	24.9	2.5	4.7	11.8	-2.9	2.7
Cc1[nH]c2ccccc2c1C1=CN2CCS(=O)(=O)N=C2S1	6.7	1.1	-1.7	-10.5	4.2	5.6	18.6	0.6	5.5
CCCCCNC(=O)c1cc(S(=O)(=O)N2CCCCC2)ccc1F	6.3	11.0	0.2	-8.3	20.1	-3.6	-3.2	4.9	1.2
COc1ccc(CNC(=O)Cn2nc(-c3ccc4c(c3)OCCO4)ccc2=O)cc1	-0.3	2.8	5.8	-17.0	17.2	6.2	-2.7	2.8	-3.8
CC(=O)c1c(NCCc2ccccc2)cc(C)oc1=O	5.1	-4.7	-4.3	4.1	10.0	1.1	-15.2	0.3	1.5
CCOC(=O)c1ccc2nc(NC(=O)c3cccs3)sc2c1	1.9	2.3	2.0	-3.1	10.7	·	-2.8	·	3.6
COC(=O)C1C2C=CC3(CN(Cc4cccs4)C(=O)C13)O2 (stereo not given)	3.9	-1.7	-4.5	-18.5	-5.2	-3.2	-7.4	-0.6	3.6
N#CCCN1CCN(C(=S)c2ccc(-c3ccc(Cl)cc3)o2)CC1	4.0	-3.2	-5.9	24.9	15.4	-10.8	8.3	-1.3	0.7
Cc1cc(C)n(-c2nnc(C)n2NS(C)(=O)=O)n1	1.4	-2.5	2.5	1.4	20.4	4.0	-7.7	-5.5	1.3
Cc1ccc(S(=O)(=O)c2nc(S(C)(=O)=O)sc2N(C)C)cc1	12.0	4.6	2.1	-16.8	-9.6	-9.5	7.8	0.0	5.9
CC1(C)O[C@@H]2C[C@H]3[C@@H]4CCC5=CC(=O)C=C[C@]5(C)[C@@]4(F)[C@@H](O)C[C@]3(C)[C@]2(C(=O)CO)O1	10.7	3.2	2.0	-6.3	-8.2	1.1	-4.5	7.3	4.2
Cn1c(=O)[nH]c(=O)c2c1nc(N(CCO)Cc1ccccc1)n2CCCc1ccccc1	-3.5	·	1.4	·	9.9	·	-17.9	·	-0.5
N#CC(C(=O)NCCc1ccccc1)c1nc2ccccc2nc1N1CCCCC1 (stereo not given)	-3.8	3.2	-3.6	-35.6	21.1	-6.0	-4.1	3.9	0.0
O=C1C2C(C(=O)N1CC1CCCO1)C1C=CC2C12CC2 (stereo not given)	3.9	·	3.9	·	20.7	·	1.5	·	-1.1
CCN(CC)c1ccc(NC(=O)CN2CCN(c3ccc(F)cc3)CC2)cc1	-1.5	6.0	1.9	15.9	18.8	4.1	-21.0	4.0	4.6
O=C(C1CCCCC1)N(Cc1ccccc1)c1ccccn1	3.7	8.8	3.6	-9.5	13.6	·	1.3	·	-7.1
CCC(=O)Nc1cccc(NC(=O)CSc2nnc(C(C)C)n2CC)c1	16.8	1.9	6.1	-4.1	1.4	-1.0	3.7	0.7	0.8
CC1(C)CC(OC(=O)c2ccco2)CC(C)(C)N1O	0.5	-0.8	0.0	-29.0	7.5	0.2	-1.1	3.3	-1.9
O=C(COC(=O)c1ccccc1NC(=O)c1ccco1)NCCC1=CCCCC1	-2.6	-0.7	25.1	8.9	6.8	-0.2	0.5	-1.8	0.7

Structural class, those above containing two or more sulfur atoms.
SMILES	Ec RNAP inh	PKA kinase inh	CatB mix inh	RORA act	AP complement	JNK3 inh	CatS inh	ROCK2 inh	CatB inh
Nc1nnc(SCCN2C(=O)c3ccccc3S2(=O)=O)s1	7.9	6.6	-1.9	-0.1	-1.5	-1.9	4.5	8.6	4.0
Cc1[nH]c2ccccc2c1C1=CN2CCS(=O)(=O)N=C2S1	6.7	1.1	-1.7	-10.5	4.2	5.6	18.6	0.6	5.5
CCOC(=O)c1ccc2nc(NC(=O)c3cccs3)sc2c1	1.9	2.3	2.0	-3.1	10.7	·	-2.8	·	3.6
Cc1ccc(S(=O)(=O)c2nc(S(C)(=O)=O)sc2N(C)C)cc1	12.0	4.6	2.1	-16.8	-9.6	-9.5	7.8	0.0	5.9

More results follow.
SMILES	Ec RNAP inh	PKA kinase inh	CatB mix inh	RORA act	AP complement	JNK3 inh	CatS inh	ROCK2 inh	CatB inh
O=C(O)c1c[nH]ccc1=O	4.1	-6.2	6.0	-2.0	30.8	1.3	0.7	-4.9	-4.5
CCCn1c(N)c(C(=O)CSc2nnc(Cc3ccccc3)o2)c(=O)n(C)c1=O	-14.6	1.9	-2.8	-18.3	17.8	·	-5.2	·	-1.7
CNC(=O)NC(=O)CSc1nc2cc(C(=O)OC)ccc2c(=O)n1-c1ccccc1	6.7	2.7	3.9	-1.6	4.7	7.5	5.8	5.9	-1.6
COC(=O)c1ccc(CN2C(=O)NC3(CCCCC3C)C2=O)o1 (stereo not given)	9.4	10.2	-0.5	3.9	-8.8	·	3.2	·	2.0
Cc1ccc(S(=O)(=O)NC2=NCN(Cc3ccccc3)CN2)cc1	7.7	7.4	1.1	4.6	2.0	-10.0	-3.6	2.5	3.4
CCC(=O)Nc1nonc1-c1nc2ccccc2n1Cc1ccc(Cl)c(Cl)c1	-3.3	-2.6	1.8	4.4	11.7	1.6	14.5	0.4	4.0
CC1=Nn2c(nc(-c3ccccc3)c2-c2ccccc2)N(CC(N)=O)C(=O)C1	11.0	4.0	0.4	-13.2	21.6	5.9	-3.9	-1.2	1.8
CCCCCCNC(=O)C(C(=O)OCC)C1CCCCC1 (stereo not given)	-1.2	2.2	0.7	-3.8	6.2	-0.9	-10.4	0.1	0.6
c1ccc(-c2nnc(-c3ccccn3)nn2)nc1	24.5*	1.4	1.3	39.6	7.0	·	1.9	·	2.6
O=C(c1cccc(F)c1)N1CCc2ccccc2C1	9.5	3.9	6.0	7.1	8.3	1.8	-18.3	7.5	2.4
COc1ccc(C)cc1NC(=O)CN1CCN(c2ccccc2F)CC1	0.6	-3.9	4.8	-12.2	15.4	-0.8	-10.4	-4.6	0.7
Cc1cccc(OCC(O)Cn2c(=N)n(CCN3CCOCC3)c3ccccc32)c1 (stereo not given)	0.9	-0.2	2.2	0.3	13.6	5.1	-4.1	-1.7	3.4
CCOC(=O)C1CCN(C(=O)c2ccc(Cl)c(Cl)c2)CC1	2.2	7.4	5.7	-8.0	7.6	-7.0	9.0	4.4	5.4
CCCCc1cc(=O)oc2cc(C)c(CN3CCCC3)c(O)c12	-5.3	7.4	-1.8	-6.0	-3.6	4.6	-1.8	4.1	0.2
N#C/C(=C1/CCCCCN1)c1nc2ccccc2s1	7.8	-4.4	4.6	-9.6	4.4	-1.5	9.3	-3.8	1.0
COc1cccc(NC(=O)CNS(=O)(=O)c2ccc3nc(C)sc3c2)c1	2.0	10.9	1.4	18.2	12.9	6.5	-3.7	7.6	0.6
O=C(CN(CCc1ccccc1)C(=O)CNS(=O)(=O)c1ccc(F)cc1)NCc1ccco1	-8.6	2.1	6.3	1.9	-7.6	1.0	3.3	-1.3	3.6
CCc1nc(N(CC)CC)c2oc3ccccc3c2n1	6.0	6.5	2.2	-3.6	8.2	·	-3.8	·	-0.4
Nc1cc(C(=O)OCC(=O)N2CCCC2)ccc1Cl	1.0	8.5	3.0	2.1	21.1	-0.5	2.7	4.7	2.4
O=C(CSc1ccc2nnc(-c3ccc(F)cc3)n2n1)NCC1CCCO1 (stereo not given)	6.9	5.7	1.5	2.3	1.9	0.8	3.1	3.6	6.8
COCCOC(=O)c1c(C)nc(SCC(=O)Nc2ccc(C)cc2)c(C#N)c1-c1ccco1	-1.1	-11.0	·	-8.5	·	-4.0	·	-7.5	1.3
CCC(=O)N1CCN(c2ccccc2NC(=O)c2cccc(C)c2)CC1	7.7	0.9	6.7	-3.5	5.4	-2.0	19.8	-0.2	-1.1
Cc1nnc(NC(=O)CSc2nnc(Cc3ccccc3)n2Cc2ccccc2)s1	3.4	8.3	-5.2	-15.9	6.5	1.3	3.6	10.0	3.2
O=C(CCN1C(=O)c2ccccc2C1=O)N1CCC(c2ccccc2)C1 (stereo not given)	3.1	-1.2	4.2	-6.5	14.3	-2.5	1.2	0.6	1.0
O=C(c1csc2c1CCCC2)N1CCN(c2ccccc2)CC1	4.2	7.1	-0.5	-6.4	7.3	0.3	-13.6	5.9	2.7
SMILES	Ec RNAP inh	PKA kinase inh	CatB mix inh	RORA act	AP complement	JNK3 inh	CatS inh	ROCK2 inh	CatB inh
O=C(CCS(=O)(=O)c1cccc2nonc12)N1CC(=O)N(CCc2ccccc2)C(=O)C1	4.4	3.0	2.1	-6.5	-13.1	·	12.3	·	6.7
O=C(CSc1nc2ccccc2o1)NCc1ccco1	10.0	12.4	4.1	-23.4	6.9	5.1	-0.8	5.4	2.6
COc1ccccc1C1(O)CCN(CC(=O)Nc2c(C)nn(C)c2C)CC1	6.4	10.5	1.2	-2.2	5.3	-2.8	-0.5	3.5	-3.1
CSc1ccc(C2NC(=O)c3c(sc4c3CCN(C)C4)N2)cc1 (stereo not given)	4.2	4.0	1.8	9.8	21.7	-3.2	8.8	0.8	-6.1
O=C(CN1C(=O)C2C3C=CC(C3)C2C1=O)NCCN1CCCc2ccccc21 (stereo not given)	2.9	7.2	7.3	11.7	9.0	-4.4	6.8	5.7	-2.2
O=C(CN1CCN(c2nc(-c3ccccc3)cs2)CC1)Nc1ccc2c(c1)OCO2	12.4	0.2	3.4	16.6	-6.8	1.8	3.5	1.3	2.2
O=C(COC(=O)C(O)c1ccccc1)c1ccc2c(c1)OCCO2 (stereo not given)	1.9	·	3.6	·	-21.0	·	16.0	·	0.3
CC12CC(NC(=O)N1c1cccc(C(=O)NCc3ccc4c(c3)OCO4)c1)c1cc(Cl)ccc1O2 (stereo not given)	5.8	0.8	2.5	-22.2	10.3	·	-5.0	·	-1.1
COC(=O)c1cnn(-c2ccc(C)c(C)c2)c1-n1cccc1	0.2	4.9	-3.5	-4.1	22.0	2.5	-10.6	0.0	1.6
CC(C)Sc1nc(NCc2ccco2)c2c3c(sc2n1)COC(C)(C)C3	-14.4	-11.4	-0.7	38.9	10.4	·	-3.8	·	-2.6
O=C(O)c1cccc(Cn2cc(Cl)cn2)c1	·	0.8	4.0	-24.8	7.3	6.2	-6.5	2.8	3.8
N#CCSc1nc2c(cc1C#N)CCCC2	4.4	-0.4	3.8	-5.2	-6.2	12.2	1.7	0.4	2.6
CCOC(=O)C1CCN(C(=O)CCCOc2ccccc2)CC1	1.8	·	1.6	·	10.1	·	6.1	·	4.6
CCc1nnc(NC(=O)CCC(=O)N2CCN(Cc3cc(Cl)ccc3OC)CC2)s1	4.1	1.6	3.5	1.6	2.6	-2.0	1.9	0.1	0.9
Cc1ccc(CCNC(=O)C2CCN(S(=O)(=O)c3cccc4nsnc34)CC2)cc1	-15.2	5.2	1.7	-13.6	-7.1	2.2	4.3	6.2	0.6
O/C(=C\Sc1nnc(Cc2ccccc2)o1)c1ccc(Br)cc1	0.5	4.2	4.4	-9.9	19.2	4.7	-4.1	3.9	-4.8

From PubChem

Only part of the results is shown; the hit share may differ from the screen's.
